IP6K1 inhibitor = IP6K1 kinase inhibition; hit rate 0.81% among 140,000; IP6K1 kinase, ADP-Glo luminescence, 2 h; stronger effect = lower value; Q92551; activity change, % (series mostly up to about 58 µM); in the data active = activity change below about -25%
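ADP-Glo luminescence measures ADP made by human IP6K1 during a 2 h RT reaction with ATP/IP6 (mix at 1.3 mM/130 uM); top library doses 57.5 and 19.1 uM final.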
3T3 cytotox = kills NIH 3T3 cells; AID 1345082; NIH 3T3 viability, CellTiter-Glo ATP luminescence, 48-72 h; hit rate 4.3% among 94,000; Potency, µM (top dose mostly 96.7 µM), for the others: at the highest dose activity change, negative = cytotoxicity, most hits filed as inhibitors; note: potency is the fitted concentration of half-maximal effect; nearly all actives have a fitted effect of over 55% in size
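NIH 3T3 cells at 400 cells/well received 23 nL of compound by pintool and were incubated 48 or 72 h at 37 °C. Viability was read as ATP-coupled CellTiter-Glo luminescence.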
GPT2 inh = GPT2 alanine aminotransferase inhibition | hit rate 0.25% among 100,000 | Q8TD30 | Recombinant GPT2, coupled pyruvate oxidase/HRP Amplex Red fluorescence | Potency, µM (titrated, usually from 57.7 µM), without a hit: at the highest dose activity change, negative = inhibition, most hits filed as inhibitors; note: potency is the fitted concentration of half-maximal effect; nearly all actives have a fitted effect of over 60% in size; many of its hits are not listed in these tables
Target sequence (Q8TD30 whole entry, looked up): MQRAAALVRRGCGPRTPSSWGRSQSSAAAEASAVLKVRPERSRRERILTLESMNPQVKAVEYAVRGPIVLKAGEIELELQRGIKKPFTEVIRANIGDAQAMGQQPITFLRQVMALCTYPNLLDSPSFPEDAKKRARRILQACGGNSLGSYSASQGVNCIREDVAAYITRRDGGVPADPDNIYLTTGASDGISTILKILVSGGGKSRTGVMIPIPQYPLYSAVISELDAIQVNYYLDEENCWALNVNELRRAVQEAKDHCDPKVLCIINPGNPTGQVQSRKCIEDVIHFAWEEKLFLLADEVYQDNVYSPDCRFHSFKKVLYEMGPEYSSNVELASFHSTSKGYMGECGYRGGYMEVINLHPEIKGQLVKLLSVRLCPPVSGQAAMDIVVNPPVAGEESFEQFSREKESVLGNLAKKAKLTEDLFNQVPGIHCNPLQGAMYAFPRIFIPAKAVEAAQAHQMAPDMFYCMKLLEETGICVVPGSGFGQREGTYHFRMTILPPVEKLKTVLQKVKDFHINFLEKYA
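Fluorescence read-out: pyruvate from GPT2 turnover coupled to pyruvate oxidase, HRP and Amplex Red (0.2mM ThPP, 0.2U/mL PO and HRP, 50uM Amplex final). Substrates 250uM a-KG, 2mM L-alanine; enzyme 10ng/uL; 30 min RT.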
Luciferase inh = blocks purified firefly luciferase enzyme activity; P08659; hit rate 2.5% among 76,000; Potency, µM (highest dose often 115 µM), for the others: at the top dose activity change, negative = inhibition, usual class: inhibitors; purified P. pyralis luciferase, luminescence, biochemical; AID 1347043; note: potency is the fitted concentration of half-maximal effect; nearly all actives have a fitted effect of over 65% in size
Target sequence (P08659 whole entry, looked up): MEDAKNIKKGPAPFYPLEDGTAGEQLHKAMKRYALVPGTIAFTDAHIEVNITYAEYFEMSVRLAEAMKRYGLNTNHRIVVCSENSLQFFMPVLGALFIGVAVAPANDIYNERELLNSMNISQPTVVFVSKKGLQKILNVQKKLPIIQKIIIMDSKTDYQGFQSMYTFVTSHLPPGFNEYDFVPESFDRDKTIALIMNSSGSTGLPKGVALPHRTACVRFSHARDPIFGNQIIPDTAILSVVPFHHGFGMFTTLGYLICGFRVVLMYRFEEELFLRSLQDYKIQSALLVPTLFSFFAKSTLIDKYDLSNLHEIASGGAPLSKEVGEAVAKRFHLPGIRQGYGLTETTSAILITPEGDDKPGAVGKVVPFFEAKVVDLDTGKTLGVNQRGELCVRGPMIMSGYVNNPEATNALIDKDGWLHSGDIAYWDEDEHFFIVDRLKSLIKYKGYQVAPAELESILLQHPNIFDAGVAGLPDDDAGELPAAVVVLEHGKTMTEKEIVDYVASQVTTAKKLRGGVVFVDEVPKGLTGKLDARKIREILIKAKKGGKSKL
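Luminescence read by CCD imaging after purified firefly luciferase (10nM final) was added to substrate buffer holding 10uM D-luciferin and 10uM ATP, pH 7.5, pre-dosed with compound.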
HEK293 tox = HEK 293 cell cytotoxicity. HEK 293 viability, ATP luminescence (CellTiter-Glo), 48-72 h. AID 1345083. Potency, µM (series often up to 115 µM), without a hit: at the highest dose activity change, negative = cytotoxicity, usual class: inhibitors. hit rate 6.6% among 94,000; note: potency is the fitted concentration of half-maximal effect; nearly all actives have a fitted effect of over 60% in size
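HEK 293 seeded at 250 cells/well receive compound via pintool. After 48 or 72 hr at 37 degree Celsius, 5% CO2 and 95% humidity, CellTiter-Glo is dispensed and luminescence read following 10 min at room temperature.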
SNCA expr inh = inhibitors of alpha-synuclein (SNCA) gene expression; HEK-293 SNCA-luciferase knock-in, luminescence, 24 h; Potency, µM (series often up to 57.2 µM), inactives show at the highest dose activity change, negative = inhibition, usual class: inhibitors; hit rate 0.17% among 140,000; AID 1671194;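 note: potency is the fitted concentration of half-maximal effect; plate controls were DMSO cells for no effect and cell-free wells for full effect; nearly all actives have a fitted effect of over 45% in size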
SNCA viab count = cell viability loss counter-screen. HEK-293-SNCA-luc viability, GF-AFC fluorescence, 24 h. Potency, µM (top dose mostly 57.1 µM), for inactives: at the highest dose activity change, negative = cytotoxicity, most hits filed as cytotoxic. hit rate 0.12% among 150,000. AID 1671193;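 note: potency is the fitted concentration of half-maximal effect; 0% = DMSO-treated cells and -100% = medium-only wells without cells; nearly all actives have a fitted effect of over 30% in size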
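HEK-293-SNCA-luc cells (1500/well) plated 24 h, then exposed 24 h to a dilution series; GF-AFC added 30 min at 37C, fluorescence 405/540 nm; normalised to medium-only and DMSO wells, Hill fit.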
* = called active by the depositor; i = inactive; ? = inconclusive; / = no result given; [ ] = dose if it differs, or a comment. Unless noted, calls come from the whole dose curve; as a rule, active = well fitted curve in the direction sought with a large enough effect; inconclusive = small, poorly fitted or top-dose-only effect, or another doubt; inactive = no such curve, though single readings can be large; an effect the other way counts as inactive or inconclusive. Unless noted, % is set by controls: 0 for no effect and ±100 for the full control effect. A portion of the library (hit frequency here may not be typical).

Values run as follows: IP6K1 inhibitor, 3T3 cytotox, GPT2 inh, Luciferase inh, HEK293 tox, SNCA expr inh, SNCA viab count
- Cc1ccc(C(=O)N2CCC3(CC2)CC(N(Cc2ccc(F)cc2)C2CC2)CCO3)cn1 (stereo not given)
  -26*, ?, 1%, 6%, ?, 2%, -3%
- Cc1cccc(NC(=O)CSc2nc3c(oc4ccccc43)c(=O)n2Cc2ccco2)c1
  19, /, /, /, /, -5%, 9%
- O=C1CC2(CCN(C(=O)C3CCCN3C(=O)Cc3cccc(Cl)c3)CC2)Oc2ccccc2N1 (stereo not given)
  13, ?, i, /, ?, 10%, -14%
- Cc1ccc(C(=O)N2CCC3(C2)C(=NC2CCCCC2)NC(=O)N3c2cccnc2)cc1 (stereo not given)
  -12, i, i, /, i, 2%, 2%
- COCCNc1ncc(-c2ccc(O)c(OC)c2)c2c1OCC2
  28, ?, ?, 1%[172 µM], ?, 64%[activator][87.6 µM], 0%[87.6 µM]
- CCN1C(=O)CCN(C(=O)C2(c3ccc(OC)cc3)CC2)CC12CCOCC2
  -9, i, i, 2%, i, 18%, 19%
- O=C(NC1CCCC1)N1CC2CC(C1)[C@H]1CCCC(=O)N1C2 (stereo not given in full)
  10, i, i, 8%, 18%, -14%, 5%
- CC1=C(C(=O)Nc2ccc(C)cc2C)C(c2cccs2)n2nc(SCc3ccc(Cl)cc3)nc2N1 (stereo not given)
  3, /, /, /, /, -30%, -3%
- O=C(c1ccc(F)cc1)N1CCCN(Cc2ccc3c(c2)OCO3)c2ccccc21
  1, ?, -21%, -12%, ?, -20%, -9%
- CCC(C(=O)NC1CCCCC1)n1c(SCc2ccc(F)cc2)nc2ccncc21 (stereo not given)
  10, /, /, /, /, ?, -25%

Following part:
Values run as follows: IP6K1 inhibitor, 3T3 cytotox, GPT2 inh, Luciferase inh, HEK293 tox, SNCA expr inh, SNCA viab count
- O=S(=O)(NCCc1csc2nc(-c3ccccc3)nn12)c1cc(F)ccc1F
  -15, /, /, /, /, 19%, ?
- O=C(Nc1cc(-c2ccccn2)nn1-c1ccccc1)c1ccc(F)cc1
  -2, -19%, i, /, 2%, -8%, 3%
- CCn1cc(C(=O)N2CCN(c3ccc(F)cc3)CC2)c(=O)c2cc(S(=O)(=O)N(C)C3CCCCC3)ccc21
  -21, /, /, /, /, 17%, -3%
- NCCc1noc(-c2cccnc2)n1
  23, -6%, i, -14%, 1%, 38%[activator], -8%[12.5 µM]
- Cc1ccc(C(=O)N2CCCC3(CC(c4cccc(C(F)(F)F)c4)=NO3)C2)cc1 (stereo not given)
  6, -29%, i, -3%, ?, -7%, 9%
- COc1ccc(-c2nc3ccccc3s2)cc1NC(=O)c1ccccc1F
  0, /, /, /, /, 16%, 13%
- CCN(CC)C(=O)[C@@H]1C[C@@H](NC(=O)c2cc3c(s2)CCCC3)CN1C
  -1, -18%, -8%, -6%, -13%, -19%, 5%
- COc1ccc(OC)c(NC(=O)CCCOc2cc(=O)n(C)c3ccccc23)c1
  -9, /, /, /, /, -2%, -8%
- Cc1ccc(C(=O)N2CCC3(CC2)N(c2ccccc2)C(=O)CS3(=O)=O)s1
  11, -8%, 3%, -4%, -10%, -28%, -5%
- CCC(C(=O)Nc1cccc(-c2cn3cccnc3n2)c1)c1ccccc1 (stereo not given)
  50, /, /, /, /, 10%, -4%

(further entries)
Values run as follows: IP6K1 inhibitor, 3T3 cytotox, GPT2 inh, Luciferase inh, HEK293 tox, SNCA expr inh, SNCA viab count
- CN1CCN(c2ccc(-c3noc([C@@H]4CCCN4CCCc4ccccc4)n3)cn2)CC1
  11, 40µM*, -4%[88.5 µM], 3%[172 µM], ?, 9%[87.6 µM], 8%[87.6 µM]
- Cc1cccc(C(=O)Nc2ccc(OCc3cc(=O)n4ccsc4n3)cc2)c1
  2, /, /, /, /, 1%, 7%
- CCOC(=O)c1cccc(NC(=O)Cn2c(=O)nc(-c3ccccc3F)c3cc(Cl)ccc32)c1
  0, /, /, /, /, -4%, -5%
- Cc1ccc(C)c(CNC(=O)[C@@H]2CN(S(C)(=O)=O)C[C@H]2c2ccncc2)c1
  22, -23%, 0%, /, -5%, 3%, 5%
- COc1ccc(-n2c(=O)c(C(=O)NCCCc3ccccc3)nc3cccnc32)cc1
  -23, -9%, -1%, /, i, 6%, -3%
- Cn1cc(CCC(=O)N2CCC3(CC2)CC(c2ccccc2)C(=O)N3)cn1 (stereo not given)
  -7, -1%, -7%, 4%, -10%, 5%, 8%
- COc1ncccc1CN1CCC2(CC1)Cc1ccccc1CNC2=O
  2, -6%, i, /, -12%, 2%, 5%
- CC(C)c1cc(C(=O)N(C)CCc2noc(C3CC3)n2)nc2ncnn12
  11, -5%, 2%, -4%, i, 29%, 9%
- COc1ccc(CN2CCc3ncc(C(=O)NCC4CC4)n3CC2)cn1
  16, ?, -15%[88.5 µM], -9%[172 µM], -14%[172 µM], 44%[activator][87.6 µM], 4%[87.6 µM]
- COc1ccccc1C(=O)N1CCCC(c2nn(C)c(=O)n2C(C)C)C1 (stereo not given)
  3, 2%, -8%, -4%, 3%, 5%, 0%

Other records follow:
Values run as follows: IP6K1 inhibitor, 3T3 cytotox, GPT2 inh, Luciferase inh, HEK293 tox, SNCA expr inh, SNCA viab count
- Cc1ccn2c(Nc3ccc4c(c3)OCCO4)c(-c3ccc(N(C)C)cc3)nc2c1
  -4, /, /, /, /, 9%, -20%
- COc1cccc(-c2cccc(C(=O)N3CCN(C(=O)c4cccc(Cl)c4)CC3)c2)c1
  8, ?, i, /, ?, 13%, 3%[12.5 µM]
- O=C(c1cccc(Cl)c1)N1CCC2(CC1)N=C(c1ccc(Br)cc1)NO2
  -1, -19%, i, 0%, ?, 4%, -8%
- Cc1ccc(CN2C(=O)[C@@H]3C[C@@H](O)CN3C3(CN(Cc4ccccc4Cl)C3)C2=O)o1
  -9, -8%[174 µM], -30%[88.5 µM], -2%[172 µM], -29%[172 µM], 1%[87.6 µM], -6%[87.6 µM]
- Cc1ccc(C)c([S+](=O)([O-])c2nnn3c2nc(N2CCC(F)CC2)c2ccccc23)c1
  5, -22%, 4%, /, -9%, -27%, -6%
- O=C(c1cccs1)N1CCN(Cc2ccc(=O)n(CC3CC3)c2)CC1
  3, ?, -14%, -27%, ?, -1%, -1%
- CC(=O)N1CC(CO)C2(CCN(C(=O)Cc3ccccc3Cl)CC2)C1 (stereo not given)
  11, -18%, -19%, -11%, -13%, -5%, 7%
- N#Cc1ccc(C(=O)N2C[C@@H](Oc3ccccc3)C[C@H]2C(=O)N2CCOCC2)cc1
  -5, i, -5%, 3%, i, 6%, -5%
- CCn1c(C2CCN(S(=O)(=O)c3cccc(Br)c3)CC2)nn(C)c1=O
  -12, ?, i, 2%, ?, -13%, -5%
- O=C(Cn1ccn2nc(-c3ccccc3)c(CO)c2c1=O)NC1CCCC1
  17, -1%, ?, -4%, 3%, 5%, -1%

Continued:
Values run as follows: IP6K1 inhibitor, 3T3 cytotox, GPT2 inh, Luciferase inh, HEK293 tox, SNCA expr inh, SNCA viab count
- C[C@H]1CN(C(=O)Nc2cc(F)cc(F)c2)C[C@@H]1c1nc(-c2ccncc2)no1
  -1, ?, 5%, -18%, ?, 3%, 4%
- O=C(C1CCCC1)N1CC2(CCN(Cc3cccnc3)CC2)Cc2ccccc21
  14, ?, -30%, /, ?, -21%, -23%
- COc1ccc(Nc2ccnc(N3CCC(C(=O)NCc4cccs4)CC3)n2)cc1
  2, ?, i, /, ?, -17%, -1%[12.5 µM]
- CC(=O)N1CCc2c(sc3c2c(=O)n(-c2ccc(F)cc2)c(=O)n3Cc2cc(C)ccc2C)C1
  5, /, /, /, /, 19%, 10%
- c1ccc2c(c1)CC(Cc1nc(C3CCOC3)n[nH]1)C2 (stereo not given)
  1, -1%, i, 9%, 3%, 7%, -1%
- CCOc1ccc(-n2nc3cc(C)c(NC(=O)CC)cc3n2)cc1
  28, /, /, /, /, 87%[activator], -13%
- O=C(c1ccc2c(c1)N(Cc1cccc(F)c1)C(=O)c1ccccc1S2)N1CCC2(CC1)OCCO2
  -6, /, /, /, /, 5%, -6%
- CC(C)CN1CC[C@H](c2nc3ccccc3n2C)C1
  15, -24%[230 µM], -5%[88.5 µM], 22µM*, ?, 2%[87.6 µM], -12%[87.6 µM]
- CC(C)C(=O)Nc1nnc(S(=O)(=O)N2c3ccccc3CC2C)s1 (stereo not given)
  1, /, /, /, /, 4%, 2%
- Cc1ccc(-n2c(SCC(N)=O)nc3c([nH]c4ccccc43)c2=O)cc1
  0, /, /, /, /, 3%, 6%

Continued.
Values run as follows: IP6K1 inhibitor, 3T3 cytotox, GPT2 inh, Luciferase inh, HEK293 tox, SNCA expr inh, SNCA viab count
- O=C(N1CC(c2nnc(-c3ccncc3)o2)C2(CCOCC2)C1)C1(c2ccccc2)CC1 (stereo not given)
  15, -14%, i, -1%, -26%, 6%, -7%
- O=C(O)c1ccc(OCCCOc2ccc(C(=O)O)cc2)cc1
  -12, /, i, /, /, -25%[25.6 µM], -17%[23.9 µM]
- CC(C)(O)CCc1ccc(C(=O)NCc2nc(-c3ncccn3)no2)cc1
  39, -4%, 2%, 4%, -18%, ?, -2%
- CC[C@H]1CN(C(=O)C(C)(C)C)CC[C@H]1CC(=O)NCc1cccnc1
  0, -2%[174 µM], i, -1%[172 µM], -3%[172 µM], -29%[87.6 µM], -2%[87.6 µM]
- O=C(Nc1ccc(F)c(Cl)c1)C1CCN(C(=O)c2ncn3c2COC(c2ccccc2)C3)CC1 (stereo not given)
  1, i, i, 1.8µM*, 7%, 53%[activator], 1%
- O=C(NC1CCCCC1)c1cc(-c2cc(Cl)cc(Cl)c2)c2nncn2n1
  -14, ?, i, /, -18%, 1%, -5%
- Cc1cccc(CNC(=O)c2cc3c(=O)[nH]c(C)cn3n2)c1
  0, -8%, i, ?, ?, 32%[activator], 4%
- CCOc1ccc2c(c1)[C@@H]1C=CC[C@@H]1[C@H](c1ccccc1Cl)N2
  4, /, /, /, /, -2%, -2%
- CC(C)C(=O)Nc1ccc2nc(SCC(=O)N3CCOCC3)sc2c1
  3, /, /, /, /, 41%[activator], 0%
- CCc1nc(-c2c3n(c(=O)n(Cc4cc(=O)n5ccccc5n4)c2=O)CCCC3)no1
  5, ?, 0%, 6%, -9%, -24%, 1%
- COc1cccc(CNC(=O)Cn2ncn3c(cc4ccccc43)c2=O)c1
  -10, /, /, /, /, 22%, -5%
- CC(=O)c1ccc(NC(=O)Cn2c(=O)nc(-c3ccccc3)c3ccccc32)cc1
  3, /, /, /, /, 25%, 1%

From PubChem BioAssay
